Compound activity (PubChem)
MrgX1 antagonist = human MrgX1 receptor antagonism, primary screen; MRGX1-HEK293 calcium flux, Fluo-4, BAM8-22 antagonism; hits give low values; B-score at 10 µM; 310,000 tested, 1.3% active; AID 588676;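 active = calcium-response B-score plate-corrected more than 3 library SD below zero, starting fluorescence within 5 deviations, no agonist response on first addition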;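 also: peak minus trough fluorescence over baseline after final BAM8-22 challenge near maximal dose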
Target sequence (Q96LB2 whole entry, looked up): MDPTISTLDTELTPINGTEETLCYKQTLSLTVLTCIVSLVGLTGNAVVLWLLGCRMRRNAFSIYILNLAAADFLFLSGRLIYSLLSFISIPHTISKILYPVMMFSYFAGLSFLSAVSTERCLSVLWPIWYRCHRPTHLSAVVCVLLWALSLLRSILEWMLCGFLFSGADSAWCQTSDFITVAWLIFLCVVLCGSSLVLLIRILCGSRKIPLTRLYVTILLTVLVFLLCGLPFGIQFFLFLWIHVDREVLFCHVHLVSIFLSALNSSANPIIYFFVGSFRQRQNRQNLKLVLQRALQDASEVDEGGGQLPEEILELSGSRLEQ
KLF5 inhibitor = kruppel-like factor 5 inhibition; DLD-1 KLF5 promoter-luciferase reporter, luminescence; inhibition, % at 5 µM; 290,000 tested, 0.23% active; AID 1700;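 active = inhibition above a per-plate limit of that plate's mean compound inhibition plus 3 SD, cut at about 60% in these data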;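 also: 0% = DMSO wells and 100% = LY294002 at 200 µM; higher means less KLF5 promoter-driven luciferase light; inactives centre near -14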
IEC-6 cytotox = IEC-6 cytotoxicity, counter-screen for KLF5 inhibitors; luminescence viability; inhibition, % at 5 µM; 290,000 tested, 0.78% active; in the data active = inhibition above about 22%;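 also: 0% = plate median of test compound wells and 100% = cytotoxic reference compound wells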
Numbers without * were called inactive; i = inactive; x = no result given.

Screens in order – KLF5 inhibitor, IEC-6 cytotox, MrgX1 antagonist
O=C(Cc1cc(=O)[nH]c(=O)[nH]1)N1CCN(CCO)CC1
→ -9, 3, x
CCN(C(C)=O)c1cccc(-c2ccnc3c(C#N)cnn23)c1
→ -8, -4, x
CN1CC[C@]2(c3cccc(O)c3)Cc3nc4ccccc4cc3C[C@H]2C1
→ -20, 8, x
O=C(O)c1ccc2c(c1)C1C(Cl)C(Sc3ccccc3[N+](=O)[O-])CC1C(c1cccc([N+](=O)[O-])c1)N2 (stereo unspecified)
→ -19, -22, x
O=C1NC(=O)N(CCc2ccc(F)cc2)C(=O)/C1=C\C=C\c1ccccc1
→ -8, 0, x
NC(=O)CS(=O)C(c1ccccc1)c1ccccc1 (stereo unspecified)
→ -26, -9, x
Cc1c(/C=C2/CC3C4CC=C5CC(O)CCC5(C)C4CCC3(C)C2=O)cnn1C (stereo unspecified)
→ -32, 2, x
CCn1ncc(/C=C2/CC3C4CC=C5CC(O)CCC5(C)C4CCC3(C)C2=O)c1C (stereo unspecified)
→ -20, -4, x
CCCCCCCCCOc1ccc2[nH]cc(CCN)c2c1
→ -4, -4, x
CC(=O)OC(C)(C)/C=C/C(=O)[C@](C)(O)[C@H]1[C@H](O)C[C@@]2(C)[C@@H]3CC=C4[C@H](C[C@H](O)C(=O)C4(C)C)[C@]3(C)C(=O)C[C@]12C
→ 83*, 98*, x
CSc1ncc(/C=C2/C(=O)NC(=O)N(c3ccc(Cl)cc3)C2=O)cn1
→ -13, 0, x
C#C[C@]1(O)CC[C@H]2[C@@H]3CCC4=Cc5nc6nc7ccccc7n6cc5C[C@]4(C)[C@H]3CC[C@@]21C
→ x, x, i
C[C@]12CCC(=O)C[C@H]1CC[C@@H]1[C@@H]2CC[C@]2(C)[C@@H](O)CC[C@@H]12
→ x, x, i
C[C@@H]1O[C@@H](O[C@@H]2C=C3CCC4C(CC[C@]5(C)[C@@H](c6ccc(=O)oc6)CC[C@]45O)[C@@]3(C)CC2)[C@H](O)[C@H](O)[C@H]1O (stereo partly specified)
→ x, x, i
C=CCc1cc(OC)c2c(c1)OCO2
→ x, x, i
O=C(NCNC(=O)NC1C(=O)NC(=O)N1CO)NC1C(=O)NC(=O)N1CO (stereo unspecified)
→ x, x, i
O=[N+]([O-])c1cc([As](=O)(O)O)ccc1O
→ x, x, i
C[C@]12CC[C@H]3[C@@H](CC[C@]4(O)C[C@@H](O)CC[C@]34C=O)[C@@]1(O)CC[C@@H]2C1=CC(=O)OC1
→ x, x, i
CC(=O)O[C@H]1CC[C@@]2(C)C(=CC[C@@H]3[C@@H]2CC[C@]2(C)C(=O)CC[C@@H]32)C1
→ x, x, i
NCc1cc(=O)[nH]o1
→ x, x, i

Structures shown so far that contain four or more nitrogen atoms, in the order listed:
Screens in order – KLF5 inhibitor, IEC-6 cytotox, MrgX1 antagonist
O=C(Cc1cc(=O)[nH]c(=O)[nH]1)N1CCN(CCO)CC1
→ -9, 3, x
CCN(C(C)=O)c1cccc(-c2ccnc3c(C#N)cnn23)c1
→ -8, -4, x
CSc1ncc(/C=C2/C(=O)NC(=O)N(c3ccc(Cl)cc3)C2=O)cn1
→ -13, 0, x
O=C(NCNC(=O)NC1C(=O)NC(=O)N1CO)NC1C(=O)NC(=O)N1CO (stereo unspecified)
→ x, x, i

Among those listed so far, 3 contain a halogen.
Screens in order – KLF5 inhibitor, IEC-6 cytotox, MrgX1 antagonist
O=C(O)c1ccc2c(c1)C1C(Cl)C(Sc3ccccc3[N+](=O)[O-])CC1C(c1cccc([N+](=O)[O-])c1)N2 (stereo unspecified)
→ -19, -22, x
O=C1NC(=O)N(CCc2ccc(F)cc2)C(=O)/C1=C\C=C\c1ccccc1
→ -8, 0, x
CSc1ncc(/C=C2/C(=O)NC(=O)N(c3ccc(Cl)cc3)C2=O)cn1
→ -13, 0, x

Next section
Screens in order – KLF5 inhibitor, IEC-6 cytotox, MrgX1 antagonist
O=C1C=C2C=C[C@@H]3CC2(O1)[C@H]1CCCCN31
→ x, x, i
OC[C@H]1O[C@@H](n2cnc3cc(Cl)c(Cl)cc32)[C@H](O)[C@@H]1O
→ x, x, i
CC1(C)CC[C@]2(C)CC[C@]3(C)C4C[C@@H]5OO[C@@]6(O5)C(CCCC6(C)C)[C@]4(C)CC[C@@]3(C)C2C1 (stereo partly specified)
→ x, x, i
CCCCc1ccc(C(=O)O)nc1
→ x, x, i
C=C1[C@H]2CC[C@H]3[C@]4(C)C[C@H](O[C@H]5O[C@H](CO)[C@@H](OS(=O)(=O)O)[C@H](OS(=O)(=O)O)[C@H]5OC(=O)CC(C)C)C[C@@H](C(=O)O)[C@H]4CC[C@]3(C2)[C@H]1O
→ x, x, i
CCS(=O)(=O)Nc1cccc(C(=C2CCCCC2)c2cnc[nH]2)c1
→ x, x, i
C=C(C)[C@@H]1C2C(=O)O[C@H]1[C@H]1OC(=O)[C@@]34OC3C[C@]2(O)[C@@]14C (stereo partly specified)
→ x, x, -6.4*
COc1cc(C(O)CN)ccc1O (stereo unspecified)
→ x, x, i
COc1c2c(cc3c1OCO3)CCN(C)C2
→ x, x, i
Cc1ccc(S(=O)(=O)N(C)N=O)cc1
→ x, x, i
CC(=O)O[C@H]1C[C@@H]2CC[C@@H]3[C@H](CC[C@]4(C)C(=O)CC[C@@H]34)[C@@]2(C)C[C@@H]1OC(C)=O
→ x, x, i
N[C@@H]1C[C@H]1c1ccccc1
→ x, x, i
CC1=NN=C(c2ccc(N)cc2)c2cc3c(cc2C1)OCO3
→ x, x, i
COc1ccc2[nH]c3c(c2c1)CCNC3
→ x, x, i
C[C@]12CC[C@H](O)C[C@H]1CC[C@@H]1[C@@H]2C[C@@H](O)[C@]2(C)[C@@H](C3=CC(=O)OC3)CC[C@]12O
→ x, x, i
CCCN1CCC[C@H](c2cccc(O)c2)C1
→ x, x, i
CN(C(=O)Cc1ccc(Cl)c(Cl)c1)C(CN1CCCC1)c1cccc(OCC(=O)O)c1 (stereo unspecified)
→ x, x, i
CN1OCC2Cn3c(nc4ccccc43)C21 (stereo unspecified)
→ x, x, i
O=C(O)c1cc[c]([Hg][Cl])cc1
→ x, x, i
O=C(CCCN1CCC(n2c(=O)[nH]c3ccccc32)CC1)c1ccc(F)cc1
→ x, x, i
O=c1cccc2n1CC1CNC[C@H]2C1
→ x, x, i
COc1cc2c(cc1OC)C(C)NCC2 (stereo unspecified)
→ x, x, i
CCC1(c2cccc(O)c2)CCCCN(C)C1 (stereo unspecified)
→ x, x, i
C=CCc1ccc(OC)cc1
→ x, x, i
Cc1sc2ccccc2c1CC1=NCCN1
→ x, x, i
C[C@@H]1CN(C2CCC(C#N)(c3ccc(F)cc3)CC2)CC[C@]1(C(=O)O)c1ccccc1 (stereo partly specified)
→ x, x, i
CN1CCc2cccc(Cl)c2CC1
→ x, x, i
CN1C(=O)C(=Cc2ccc(N3CCCCCC3)o2)C(=O)N(C)C1=S
→ -30, -1, i
Cc1c(C(=O)N2CCC3(CC2)OCCO3)sc2ncnc(N3CCN(c4ccccn4)CC3)c12
→ 0, -5, i
Fc1ccccc1N1CCN(Cc2ccc3c(c2)OCO3)CC1
→ -16, -10, i
COc1ccc(/C=C2/C(=O)NC(=S)N(C3CC3)C2=O)cc1CN1C(=O)c2ccccc2C1=O
→ -23, 4, i
O=C1NC(=O)N(c2ccccc2F)C(=O)/C1=C/c1ccc(Sc2nc3ccccc3[nH]2)o1
→ -3, 4, i
CC(=O)c1ccc2c(c1)C1C(Cl)C(Sc3ccccc3[N+](=O)[O-])CC1C(C(=O)O)N2 (stereo unspecified)
→ 1, -12, i
Cc1sc2ncn(CC(=O)NCCCC(=O)N3CCC4(CC3)OCCO4)c(=O)c2c1C
→ -22, -3, i
Cc1cccc(-n2c(CN3C(=O)c4ccccc4C3=O)nc3ccccc3c2=O)n1
→ -1, 4, i
O=C(O)c1nonc1-c1nonc1C(=O)O
→ -28, 5, i
C/C(=C/C=C/[C@@H](C)C(=O)O)[C@H]1CN[C@H](C(=O)O)[C@H]1CC(=O)O
→ -7, 5, i
c1ccc2c(CNC3CCCCCC3)c[nH]c2c1
→ -3, 0, i
CC1CCN(S(=O)(=O)c2ccc(NN=C(C#N)C#N)cc2)CC1
→ -28, 3, i

Compounds listed so far that contain an aryl thioether with sulfur outside any ring, in the order listed:
Screens in order – KLF5 inhibitor, IEC-6 cytotox, MrgX1 antagonist
O=C(O)c1ccc2c(c1)C1C(Cl)C(Sc3ccccc3[N+](=O)[O-])CC1C(c1cccc([N+](=O)[O-])c1)N2 (stereo unspecified)
→ -19, -22, x
CSc1ncc(/C=C2/C(=O)NC(=O)N(c3ccc(Cl)cc3)C2=O)cn1
→ -13, 0, x
O=C1NC(=O)N(c2ccccc2F)C(=O)/C1=C/c1ccc(Sc2nc3ccccc3[nH]2)o1
→ -3, 4, i
CC(=O)c1ccc2c(c1)C1C(Cl)C(Sc3ccccc3[N+](=O)[O-])CC1C(C(=O)O)N2 (stereo unspecified)
→ 1, -12, i

Reformatted: entries from further up
O=C1NC(=O)N(CCc2ccc(F)cc2)C(=O)/C1=C\C=C\c1ccccc1
- KLF5 inhibitor: -8
- IEC-6 cytotox: 0
- MrgX1 antagonist: x

NC(=O)CS(=O)C(c1ccccc1)c1ccccc1 (stereo unspecified)
- KLF5 inhibitor: -26
- IEC-6 cytotox: -9
- MrgX1 antagonist: x

Cc1c(/C=C2/CC3C4CC=C5CC(O)CCC5(C)C4CCC3(C)C2=O)cnn1C (stereo unspecified)
- KLF5 inhibitor: -32
- IEC-6 cytotox: 2
- MrgX1 antagonist: x

These rows are one share of the data; count on the stated rates, not on these rows.
